H9c2 TAG inh: inhibitors of triacylglycerol accumulation; H9c2 cells, Nile Red lipid (TAG) fluorescence; cells loaded with 200 µM oleic acid; inhibition, % at 12.5 µM; 230,000 compounds, 0.66% hits;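 active = pattern-corrected inhibition of lipid staining of at least 50% with the nuclear-stain viability signal not falling by more than 50%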;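 note: 0% = DMSO wells and 100% = triacsin C control wells; some results filed as inactive read as strong as hits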
H9c2 TAG inh DAPI viability: also measured in H9c2 TAG inh; calls as there; DAPI nuclei signal change (viability), lower = more cytotoxic, %;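 whole-well DAPI fluorescence read on a plate reader as a viability signal; minus 50 percent equals half of cells still viable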
An asterisk follows results filed as active.

SMILES	H9c2 TAG inh	H9c2 TAG inh DAPI viability
COc1cc(NS(=O)(=O)c2ccc(OC)c(C)c2C)c(OC)cc1Cl	6	-10
CC(=O)c1ccc(Nc2nc(N3CCOCC3)nc(N3CCOCC3)n2)cc1	14	4
CCCCOC(=O)C1=C(C)NC(=O)NC1c1ccc(OC)cc1 (stereo not given)	13	-7
CCOC(=O)C(NC(C)=O)(OCc1ccccc1)C(F)(F)F (stereo not given)	-2	-1
CCOc1cc(/C=C(\C#N)C(=O)Nc2ccc(S(N)(=O)=O)cc2)ccc1OCCN1CCOCC1	-3	4
COc1cccc(NS(=O)(=O)c2ccc3[nH]cc(C(=O)NC4CC4)c(=O)c3c2)c1	-2	1
COCCCNS(=O)(=O)c1ccc2[nH]c(=O)[nH]c2c1	9	-6
C/C=C\C=C\C(=O)N1CC2(CC(c3cccc(NC(=O)COc4ccc(Cl)cc4)c3)=NO2)C[C@H]1C(N)=O (stereo not given in full)	-6	-7
Cn1nnnc1SCCNCc1ccccc1OCc1ccccc1Cl	-12	11
COc1ccc(C(CNC(=O)c2ccc(S(=O)(=O)N3CCOCC3)cc2)N2CCCCC2)cc1 (stereo not given)	10	2
Cc1ccc(S(=O)(=O)N2CCCC2)cc1C(=O)N1CCC(C)CC1	21	-2
COc1cc(C(C)=O)ccc1OCC(=O)OCCCOC(=O)COc1ccc(C(C)=O)cc1OC	-3	-2
CC(C)=N/N=C1\NC(=O)C(C)S1 (stereo not given)	2	10
O=c1[nH]c2c(s1)C(c1ccc(O)cc1)C1C3CCC(C3)C1S2 (stereo not given)	-3	10
Cc1ccc(-c2c(C#N)c(N)n(-c3ccc(C)cc3)c(=O)c2C#N)cc1	-25	-1
O=C(CSc1n[nH]c(-c2ccc(Br)cc2)n1)NC1CCCC1	-16	-1
Cc1cccc(CSCCNC(=O)CN(c2cc(C)cc(C)c2)S(C)(=O)=O)c1	-1	0
O=C(C[C@H]1C[C@H](C(=O)N2CCOCC2)[C@@]2(CCC3CCCC3)c3[nH]c4cc(-c5ccco5)ccc4c3CCN2C1=O)NCc1cccc(C(F)(F)F)c1	39	10
O=C(C[C@H]1C/C=C\C[C@H](Cc2ccc(F)cc2)C(=O)O[C@@H](c2ccccc2)CNC1=O)N[C@H](CO)Cc1ccccc1	1	-6
Cc1ccc(NC(=O)COc2ccc(-c3nnco3)cc2)cc1S(=O)(=O)N1CCOCC1	8	-13
COC(=O)c1ccc(NC(=S)NCc2ccco2)cc1	-1	-9
CC1=C(C(N)=O)C(c2cccs2)n2nc(-c3cccc(C)c3)nc2N1 (stereo not given)	1	4
C=CCn1c(SCC(=O)NCc2ccc3c(c2)OCO3)nnc1-c1cccnc1	18	-5
CC1(C)CC(=O)c2cnc3nc4ccccc4n3c2C1	-12	3
CCOC(=O)/C=C1\CN(Cc2ccc(OC)cc2)S(=O)(=O)c2ccccc21	-19	-3
(continued)
SMILES	H9c2 TAG inh	H9c2 TAG inh DAPI viability
N#CCCN(C(=O)CSc1n[nH]c(=O)[nH]c1=O)c1ccccc1	4	2
Cc1ccccc1S(=O)(=O)Nc1ncc(C(F)(F)F)cc1Cl	1	1
Cn1c(SC/C=C/c2ccccc2)nnc1-c1cccs1	-63	6
O=C(C(NS(=O)(=O)c1cccc2nsnc12)c1ccccc1)N1CCN(c2ccccn2)CC1 (stereo not given)	5	-16
COC(=O)c1ccc(N=NN2CCCCC2)cc1	9	-11
CCN(CC)CC#CCC(OC)(c1ccccc1)c1ccccc1	-12	1
CCOC(=O)Cc1ccc(NC(=O)c2cccc([N+](=O)[O-])c2)cc1	-7	0
COC(=O)C(=C/C=C/c1ccco1)C(=O)OC	22	-16
CCOc1cccc(-n2nnnc2-c2ccc(OC)cc2)c1	-3	-4
O=C(/C=C/c1cccs1)N1CCN(c2ccccc2)CC1	-5	-8
[N-]=[N+]=CC(=O)C(Cc1ccccc1)N1C(=O)c2ccccc2C1=O (stereo not given)	-22	2
COc1ccc(C(=O)NCc2cccc(Cl)c2)cc1S(=O)(=O)N1CCOCC1	10	-6
COc1ccc(CNC(=O)CN2CCN(S(=O)(=O)c3c(C)c(C)cc(C)c3C)CC2)cc1OC	-7	-5
COc1ccc(Nc2nc(Nc3ccc(OC)cc3)nc(SC3=NCCS3)n2)cc1	37	-20
CC(=O)N1c2ccccc2N2C(c3c(C)c(C)cc(C)c3C)=NON12	-15	-9
O=C(O)Cn1ncc2c1-c1ccoc1CC2	7	-1
CCCCOc1ccc(/C=C/C(=O)OCC(=O)c2c(N)n(C)c(=O)n(C)c2=O)cc1OCC	8	13
COc1ccc(S(=O)(=O)Nc2ccccc2OC)cc1N=Nc1c(O)[nH]c(=S)[nH]c1=O	1	16
COc1ccc(S(=O)(=O)NC2CC(C)(C)NC(C)(C)C2)cc1C(C)C	13	1
CCN(CC)CCN1C(=O)c2ccccc2NC1c1ccc(N(C)C)cc1 (stereo not given)	12	-1
O=C(O)c1cc2ccc3ccccc3c2oc1=O	3	3
O=C(c1ccc2c(=O)n(-c3ccccc3)c(=S)[nH]c2c1)N1CCN(c2ccccc2)CC1	-29	78
Cc1cc(C)n(-c2ccc(F)cc2)c(=O)c1C(=O)O	-7	23
CCOc1cc(/C=N\NC(=O)Cc2ccccc2)ccc1OCC(=O)Nc1ccc(C)c(C)c1	11	7
Cc1nc(-c2ccc(C#N)cc2)cs1	-12	-3
Remaining list, next part:
SMILES	H9c2 TAG inh	H9c2 TAG inh DAPI viability
CNC(=O)CCc1nc(-c2ccc(C(C)(C)C)cc2)no1	10	-7
O=C(Oc1cc(Cl)cc(Cl)c1)c1cnc2n(c1=O)CCS2	2	5
CCN(c1ccccc1)S(=O)(=O)c1ccc(OC)c(NC(=O)C2CC(=O)N(Cc3ccccc3)C2)c1 (stereo not given)	10	-17
CC(=O)C(Sc1ccc2nnc(-c3ccc(F)cc3)n2n1)C(C)=O	5	6
O=C(CN1CCN(C(=O)C2CCCO2)CC1)Nc1c(Cl)cccc1Cl (stereo not given)	4	1
O=C(Nc1nc2ccccc2s1)C1CC(=O)N(c2ccc(Br)cc2)C1 (stereo not given)	1	-3
Cc1cc(C=NCCCO)c(C)n1-c1cc(Cl)ccc1Cl	-7	1
Cc1cc(-c2ccccc2)nc(SCc2ccc(C(=O)O)o2)n1	-9	-2
CC1CCCCC1NC(=O)c1ccc(-n2cncn2)c([N+](=O)[O-])c1 (stereo not given)	-1	0
COc1ccc(CNC(=O)c2cccc3c2C(=O)N(Cc2cccnc2)C3)cc1	21	-8
CC(/C=C/c1ccc2c(c1)OCO2)=N/NC(=O)COc1ccc(C)cc1	-12	7
CN(C(=O)COC(=O)C1CSC2(C)CCC(=O)N12)c1ccccc1 (stereo not given)	9	0
COCCNC(=O)C1CCCN(C(=O)c2ccc(SC(F)(F)F)cc2)CC1 (stereo not given)	0	-3
CC(=O)c1sc(NC(=O)COc2ccc(C(C)C)c(C)c2)nc1C	-11	-4
C/C(=N\NC(=O)c1cccs1)c1c(O)cc(C)oc1=O	13	-9
O=C(CSC(=O)c1ccccc1)Nc1ccccc1F	-4	-3
Cc1cc2oc(=O)cc(CN3CCCCC3)c2cc1C(C)C	7	2
Cc1cc(NS(=O)(=O)c2ccc(NC(=S)NC(=O)c3ccc(Cl)cc3Cl)cc2)no1	7	-8
O=C(c1ccccc1)C1CCN(C(=O)c2cccs2)CC1	-5	15
O=C1ON(Cc2ccccc2)C(c2ccccc2)N1c1ccccc1 (stereo not given)	-1	7
Cc1cc(-c2nnn(CCCOC(C)(C)C)c2C)ccc1-c1cn(CCCOC(C)(C)C)nn1	9	1
CC1CCc2c(sc(NC(=O)c3ccc(Cn4cc([N+](=O)[O-])cn4)o3)c2C#N)C1 (stereo not given)	-35	2
Cc1ccc(-c2cc(C(=O)Nc3cccnc3)c3ccccc3n2)s1	11	49
Cc1ccc(S(=O)(=O)N2CCC[C@H]2C(=O)OCC(=O)c2ccc3c(c2)NC(=O)CO3)cc1	7	-8
C=CCn1c(SCC(=O)c2c(N)n(C3CC3)c(=O)[nH]c2=O)nnc1-c1ccccc1OC	20	-13

Part of the list above, set out differently.
Cc1cc(-c2ccccc2)nc(SCc2ccc(C(=O)O)o2)n1
  H9c2 TAG inh: -9 | H9c2 TAG inh DAPI viability: -2

CC1CCCCC1NC(=O)c1ccc(-n2cncn2)c([N+](=O)[O-])c1 (stereo not given)
  H9c2 TAG inh: -1 | H9c2 TAG inh DAPI viability: 0

COc1ccc(CNC(=O)c2cccc3c2C(=O)N(Cc2cccnc2)C3)cc1
  H9c2 TAG inh: 21 | H9c2 TAG inh DAPI viability: -8

CC(/C=C/c1ccc2c(c1)OCO2)=N/NC(=O)COc1ccc(C)cc1
  H9c2 TAG inh: -12 | H9c2 TAG inh DAPI viability: 7

(further entries)
SMILES	H9c2 TAG inh	H9c2 TAG inh DAPI viability
COc1cc2c(cc1OC)[C@H](C)N(C(=S)Nc1ccc(F)cc1)CC2	5	-1
Cc1ccc(C(=O)Nc2nc(C)c(C(=O)N(C)C)s2)o1	-11	5
O=S1(=O)C[C@@H]2N=C(N/N=C/c3ccccc3)S[C@@H]2C1	-2	7
Cc1ccc(N2C(=O)CN(Cc3cccs3)C2=S)cc1C	7	-1
CCn1nc(C)c(NC(=O)/C=C/c2ccc(OC)c(COc3ccc(Cl)cc3Br)c2)c1C	32	-3
COc1ccc2[nH]c(C)c(CCN(Cc3cccs3)C(=S)Nc3ccc(F)cc3)c2c1	-13	5
c1ccc(Oc2nc(Oc3ccccc3)nc(N3CCOCC3)n2)cc1	5	-4
CC(C)CC(=O)NC1(C(F)(F)F)C(=O)N(CC(C)C)C2=C1C(=O)CC(C)(C)C2 (stereo not given)	1	-1
CSc1ccccc1NC(=O)CN(C)C(=O)/C=C/c1ccccc1	18	1
COCc1ccc(CN2CCCC(CO)(Cc3ccccc3)C2)o1 (stereo not given)	-10	-2
CC1=C(C(=O)N2CCCCC2)C(c2cccs2)NC(=O)N1 (stereo not given)	2	-4
COc1ccc(N2CCN(C(=O)c3ccc(N4C(=O)NC5CC4(C)Oc4ccccc45)cc3)CC2)cc1 (stereo not given)	22	2
CCOc1ccc(NC(=O)C2CCC(CNc3c(N4CCOCC4)c(=O)c3=O)CC2)cc1 (stereo not given)	4	-3
O=C(NCc1cccnc1)c1cc(C2CCCN(S(=O)(=O)c3cccc4cccnc34)C2)on1 (stereo not given)	-9	8
COC(=O)Cn1cc(C(=O)C2CC2)c2ccccc21	0	-2
CCSc1nc2sc3c(c2c(=O)n1-c1ccc(OC)cc1)CCN(C)C3	4	0
COc1ccccc1NC(=S)N(Cc1cccs1)C1CCCC1	-6	-3
COc1cccc(CC(=O)OC(C)C(=O)Nc2ncc(Cl)cc2Cl)c1 (stereo not given)	3	-6
Cc1ccc(N=Nc2c(O)[nH]c3ccc(F)cc23)cc1	4	-11
Cc1cc(C)c2c(=O)n3c(nc2c1)C(Cc1ccccc1)NC(=O)c1cccnc1-3 (stereo not given)	24	-2
CSc1ncnc2c1ncn2CCCNCc1ccccn1	0	2
Cn1c2ccccc2c2cc(/C=N/NC(=O)c3cc(O)cc(O)c3)ccc21	5	1
CN(C)CCCn1c(N)c(C#N)c2nc3ccccc3nc21	-1	54
CCCNC(=O)c1cccc(Br)c1	2	-4
CC(Oc1ccccc1)c1ccnc2nc(N3CCOCC3)nn12 (stereo not given)	12	-3

At a glance, some entries already given:
SMILES	H9c2 TAG inh	H9c2 TAG inh DAPI viability
COc1cc2c(cc1OC)[C@H](C)N(C(=S)Nc1ccc(F)cc1)CC2	5	-1
Cc1ccc(C(=O)Nc2nc(C)c(C(=O)N(C)C)s2)o1	-11	5
O=S1(=O)C[C@@H]2N=C(N/N=C/c3ccccc3)S[C@@H]2C1	-2	7
Cc1ccc(N2C(=O)CN(Cc3cccs3)C2=S)cc1C	7	-1

Additional compounds.
SMILES	H9c2 TAG inh	H9c2 TAG inh DAPI viability
CCCC(=O)N1CCC1(C)C(=O)NS(=O)(=O)c1ccc(C(C)(C)C)cc1 (stereo not given)	11	-11
NC(=O)Cn1cc(C(=O)c2cccs2)c2ccccc21	-3	4
O=C(CCN1C(=O)c2ccccc2C1=O)C1=NN[C@@H]2C(=O)N(c3ccc(F)cc3)C(=O)[C@H]12	2	3
COc1cc(/C=C2\N=C(c3ccccc3)NNC2=O)cc(OC)c1OC	26	-22
COc1ccc(S(=O)(=O)N(C(=O)c2ccncc2)c2ccc(OC(=O)c3ccncc3)cc2)cc1	-4	-8
COc1cc(NC(=O)Cn2cnc3c(SC)nc(N)nc32)cc(OC)c1OC	4	-1
C=CCN(c1ccccc1)S(=O)(=O)c1cccc(C(=O)Nc2cccc(C)n2)c1	3	-4
COc1ccc(CNC(=O)Cn2cnc3c(NCc4ccccc4)ncnc32)cc1	16	-7
O=C(O)COc1ccc(F)cc1Br	-3	9
CCN(CC)S(=O)(=O)c1ccc(N2CCOCC2)c(NC(=O)c2cccc3c(=O)c(C)c(-c4ccccc4)oc23)c1	13	-3
Cc1ccccc1C(=O)N1CCC(C(=O)NC(C)c2ccc(-n3ccnc3)cc2)CC1 (stereo not given)	-9	1
C=CCn1c(SCc2ccccc2)nc(O)cc1=O	-12	-2
COc1cccc(NC(=O)c2ccc(-c3ccccc3[N+](=O)[O-])o2)c1	3	8
O=C(Nc1ccc(C2CC2(Cl)Cl)cc1)c1cccc([N+](=O)[O-])c1 (stereo not given)	-45	5
CC1(C)Cc2nc3sc4c(SCC(=O)NC(c5ccccc5)c5ccccc5)ncnc4c3cc2CO1	45	-18
CCc1cccc(OCCCCNCCOC)c1	16	4
Cn1c(=O)c2c(ncn2CC(=O)Nc2nc3ccc(F)cc3s2)n(C)c1=O	-5	6

Quoted at random: 2 entries already listed.
SMILES	H9c2 TAG inh	H9c2 TAG inh DAPI viability
C=CCN(c1ccccc1)S(=O)(=O)c1cccc(C(=O)Nc2cccc(C)n2)c1	3	-4
O=C(O)COc1ccc(F)cc1Br	-3	9

Not all compounds are listed. The share of hits here may be higher or lower than overall.
